# Neddylation inh: blocks human cullin neddylation | P61081+Q13564 | calls only at 25 µM | TR-FRET cullin neddylation, biochemical | hit rate 0.58% among 360,000; in the data active means inhibition above about 36%
# NRP1-CendR mod: NRP-1/CendR interaction modulation; O14786; AID 602438; FAM-RPARPAR peptide binding to NRP-1, fluorescence polarization; hit rate 0.85% among 360,000; inhibition, % at 25 µM;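 active means inhibition or corrected inhibition above about 18%, plus a signal ratio from 0.5 to 1.5, limit read from the data, passing the limit was not always enough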; further: strong numbers were not always called active
# FAS-TE inh: FAS thioesterase (human) inhibition. P49327. AID 602261. recombinant FAS-TE, OMFH fluorogenic substrate, fluorescence endpoint. hit rate 0.67% among 360,000. inhibition, % at 15 µM;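 active means compounds whose normalised, plate-corrected inhibition of enzyme fluorescence in the single-dose primary screen is 50% or more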;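 further: 0% = DMSO with enzyme and 100% = substrate without enzyme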
# Target sequence (P49327 whole entry, looked up): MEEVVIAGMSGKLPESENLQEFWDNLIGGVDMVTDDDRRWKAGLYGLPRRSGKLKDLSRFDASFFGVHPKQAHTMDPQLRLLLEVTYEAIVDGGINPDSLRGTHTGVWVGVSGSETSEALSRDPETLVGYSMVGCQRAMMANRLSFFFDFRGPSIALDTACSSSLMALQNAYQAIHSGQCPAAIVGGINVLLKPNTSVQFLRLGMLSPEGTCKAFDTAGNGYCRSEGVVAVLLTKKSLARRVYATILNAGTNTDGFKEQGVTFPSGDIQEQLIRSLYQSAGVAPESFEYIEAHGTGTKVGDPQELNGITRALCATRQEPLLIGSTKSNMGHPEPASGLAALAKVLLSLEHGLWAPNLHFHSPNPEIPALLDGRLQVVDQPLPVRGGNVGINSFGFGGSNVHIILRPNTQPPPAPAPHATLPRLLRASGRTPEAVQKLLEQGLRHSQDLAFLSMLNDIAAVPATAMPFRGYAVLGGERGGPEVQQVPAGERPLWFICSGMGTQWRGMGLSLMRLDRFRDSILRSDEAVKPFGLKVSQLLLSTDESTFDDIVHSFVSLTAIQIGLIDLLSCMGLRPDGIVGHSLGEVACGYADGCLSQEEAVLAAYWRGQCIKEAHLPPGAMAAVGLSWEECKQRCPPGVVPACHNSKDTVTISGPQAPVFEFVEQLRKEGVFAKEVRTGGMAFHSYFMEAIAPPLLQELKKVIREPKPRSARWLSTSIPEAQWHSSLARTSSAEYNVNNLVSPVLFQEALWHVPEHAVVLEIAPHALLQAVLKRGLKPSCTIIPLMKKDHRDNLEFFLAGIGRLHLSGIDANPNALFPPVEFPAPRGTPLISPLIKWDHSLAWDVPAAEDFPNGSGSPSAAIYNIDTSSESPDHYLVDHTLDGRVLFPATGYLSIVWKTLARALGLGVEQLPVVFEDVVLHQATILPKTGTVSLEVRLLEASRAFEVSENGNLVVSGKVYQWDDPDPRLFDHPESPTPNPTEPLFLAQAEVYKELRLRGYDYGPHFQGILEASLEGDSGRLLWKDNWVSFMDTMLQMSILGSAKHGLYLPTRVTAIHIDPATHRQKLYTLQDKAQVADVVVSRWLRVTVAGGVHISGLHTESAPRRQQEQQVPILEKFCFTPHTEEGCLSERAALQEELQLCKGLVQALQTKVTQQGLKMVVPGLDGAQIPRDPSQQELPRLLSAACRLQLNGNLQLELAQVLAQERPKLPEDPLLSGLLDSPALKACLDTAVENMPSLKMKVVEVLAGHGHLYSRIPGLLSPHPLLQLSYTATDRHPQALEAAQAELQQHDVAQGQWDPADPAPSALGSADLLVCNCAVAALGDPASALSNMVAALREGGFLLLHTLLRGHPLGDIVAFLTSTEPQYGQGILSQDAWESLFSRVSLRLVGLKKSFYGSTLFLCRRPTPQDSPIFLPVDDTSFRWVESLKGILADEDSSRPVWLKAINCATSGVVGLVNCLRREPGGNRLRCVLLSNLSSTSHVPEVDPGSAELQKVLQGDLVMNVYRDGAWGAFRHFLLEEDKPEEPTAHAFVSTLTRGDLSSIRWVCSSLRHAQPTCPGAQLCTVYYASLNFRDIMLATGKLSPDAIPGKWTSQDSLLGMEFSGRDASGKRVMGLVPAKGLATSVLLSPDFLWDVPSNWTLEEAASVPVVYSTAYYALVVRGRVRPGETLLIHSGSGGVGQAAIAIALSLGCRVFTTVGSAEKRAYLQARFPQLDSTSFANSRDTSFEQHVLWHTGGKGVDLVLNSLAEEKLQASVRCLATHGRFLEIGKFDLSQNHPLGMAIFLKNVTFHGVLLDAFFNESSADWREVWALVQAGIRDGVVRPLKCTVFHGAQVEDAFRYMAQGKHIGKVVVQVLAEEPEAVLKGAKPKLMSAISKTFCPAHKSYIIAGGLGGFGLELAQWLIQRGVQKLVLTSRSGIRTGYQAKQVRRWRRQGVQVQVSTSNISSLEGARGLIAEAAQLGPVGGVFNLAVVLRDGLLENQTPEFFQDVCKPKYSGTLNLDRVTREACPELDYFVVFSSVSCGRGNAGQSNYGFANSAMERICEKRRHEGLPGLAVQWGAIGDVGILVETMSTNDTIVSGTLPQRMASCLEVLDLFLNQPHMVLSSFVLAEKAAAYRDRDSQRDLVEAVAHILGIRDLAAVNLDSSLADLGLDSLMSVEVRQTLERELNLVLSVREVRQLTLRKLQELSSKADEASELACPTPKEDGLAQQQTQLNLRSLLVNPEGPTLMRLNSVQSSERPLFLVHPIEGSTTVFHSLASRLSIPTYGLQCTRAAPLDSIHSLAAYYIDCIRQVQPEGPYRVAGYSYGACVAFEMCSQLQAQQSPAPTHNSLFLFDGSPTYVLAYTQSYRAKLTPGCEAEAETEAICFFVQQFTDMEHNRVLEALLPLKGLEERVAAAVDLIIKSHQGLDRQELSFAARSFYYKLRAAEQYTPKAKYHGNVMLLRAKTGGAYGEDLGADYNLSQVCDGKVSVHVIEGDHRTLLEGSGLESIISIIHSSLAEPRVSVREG
# Rin1-Abl PPI inh: inhibitors of human Rin1-Abl protein interaction | inhibition, % at 7.35 µM | TR-FRET Rin1/Abl binding, biochemical | hit rate 0.4% among 360,000 | P00519+Q13671 | AID 588664; in the data active means inhibition above about 5%, passing the limit was not always enough
# MLLE-PAM2 inh: blocks PAM2 peptide binding to the PABP1 MLLE domain; P11940; GST-MLLE / FITC-PAM2 fluorescence polarization; inhibition, % at 20 µM; hit rate 0.36% among 360,000; AID 588489; in the data active means inhibition above about 35%, passing the limit was not always enough;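 further: plate controls were DMSO wells with GST-MLLE for no effect and wells lacking GST-MLLE protein for full effect; some results filed as inactive read as strong as hits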
# E coli Lon inh: inhibits E. coli Lon protease. P0A9M0. purified E. coli Lon protease, fluorescence polarization. inhibition, % at 7.94 µM. hit rate 0.42% among 360,000. AID 602123; in the data active means inhibition above about 13%, passing the limit was not always enough;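 further: 0% = enzyme with probe and DMSO and 100% = no enzyme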
# MT1-MMP act inh: MT1-MMP (human) activation inhibition; GFP/RFP ratio change, % at 20 µM; AID 651647; P50281; HT1080 RFP-PRO-GFP cells, GFP/RFP ratio fluorescence, overnight; percent of plate control window, DMSO zero; hit rate 0.061% among 360,000;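 active means GFP/RFP ratio change of at least 30% with cell ATP level not reduced by more than half and red fluorescence within 50% of control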; further: strong numbers were not always called active
#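 Material: RFP-PRO-GFP reporter HT1080 cells. Dosing: single-point 20 µM compound, 1% DMSO. Controls: DMSO and RFP-L50D-GFP cell wells. Timing: cells overnight before dosing, compound overnight, 37 °C, 5% CO2. Measure: GFP/RFP fluorescence ratio.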
# SKN-1 block: blocks SKN-1 activity in C. elegans. inhibition, % at 21.8 µM. hit rate 0.49% among 360,000. C. elegans VP596 Pgst-4::GFP/RFP ratio, acrylamide-induced, 24 h;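 active means interference check ratio from 0.5 to 1.5 plus GFP to RFP signal ratio inhibition reaching or exceeding a fixed threshold, cut at about 30% in these data, passing the limit was not always enough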; further: some compounds called inactive have numbers as strong as hits
# bovine MsrA act: bovine methionine sulfoxide reductase A activation; AID 602163; activation, % at 10.6 µM; hit rate 0.3% among 360,000; purified bovine MsrA, absorbance read-out; in the data active means activation above about 7.5%;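 further: 0% = vehicle and 100% = reference activator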
# Active calls of the source: *; i = inactive; nt = not tested or not shown.
SMILES,Neddylation inh,NRP1-CendR mod,FAS-TE inh,Rin1-Abl PPI inh,MLLE-PAM2 inh,E coli Lon inh,MT1-MMP act inh,SKN-1 block,bovine MsrA act
COc1ccccc1N1CCN(C(=S)NC(=O)/C=C/c2ccc(F)cc2)CC1,i,3.5,8.7,-1.5,-54.4,-0.9,-2.2,8.6,-1.6
CCOC(=O)c1[nH]c(C)c(C(=O)Nc2ccccc2F)c1C,i,-8.4,-3.4,1.6,11.8,-4.0,-6.6,6.6,-0.2
COc1ccc(-c2nc(C3CCCCC3)c3cc(OC)ccc3n2)cc1,i,-48.3,34.6,1.6,-3.0,2.2,2.9,12.0,-2.7
COc1cccc(CN(C)Cc2nc(C3CC3)no2)c1,i,1.8,-8.4,2.5,6.5,11.5,1.3,6.9,-12.7
Cc1cccc(C)c1NC(=O)CNC(=O)c1ccc(COc2ccccc2)o1,i,-6.3,-5.4,0.5,-0.1,6.1,-0.8,6.3,1.1
O=S(=O)(NCCCCCNS(=O)(=O)c1c(F)cccc1F)c1ccc2c(c1)OCCO2,i,19.4,-3.8,-0.7,-5.5,-4.1,1.0,6.4,-2.0
CN(CC(=O)Nc1ccc(N2CCOCC2)cc1)C(=O)c1ccc(CS(C)(=O)=O)cc1,i,6.8,-7.9,1.6,11.3,-10.7,-3.2,8.7,-9.4
CCOC(=O)/C(=N\Nc1cccc(Cl)c1)Sc1nnc(-c2ccc(OC)cc2)n1C,i,8.1,-4.5,-0.2,-34.5,-27.3,2.2,-1.4,0.1
COc1ccc(C2=NOC(Cn3nc(C(=O)NCc4cccs4)cc3-c3ccccc3)C2)cc1 (configuration not stated),i,3.2,13.1,-0.5,-13.9,-4.6,1.7,12.2,-4.0
Cc1c(C)c2ccc(OCC(=O)N3CCC[C@@H]3C(=O)O)c(C)c2oc1=O,nt,10.0,-6.3,-0.4,8.6,1.1,2.6,-4.8,-8.1
COc1ccc(NC(=O)CSC2CCCCC2)cc1,i,7.7,-2.5,0.6,-5.9,4.7,3.8,12.1,-2.8
COCc1ccc(C(=O)N2CCCC(C(=O)c3cccc(C(F)(F)F)c3)C2)o1 (configuration not stated),i,2.3,-5.5,-0.8,11.5,-15.9,-3.5,4.0,-3.2
CCOC(=O)C(c1nc2ccccc2[nH]1)n1c(-c2ccccn2)nc2ccccc21 (configuration not stated),i,4.7,-9.1,3.7,-6.9,0.7,-0.9,0.5,-4.0
O=C(NCCCCCCNC(=O)c1cncc(O)c1)c1cncc(O)c1,i,-8.5,-2.0,-0.1,1.5,-5.0,1.7,6.2,-6.8
Fc1ccc(NC(=S)N2CCCC(c3ccccc3)=N2)cc1,i,4.7,19.1,1.0,-90.3,0.5,-0.1,-8.0,-5.6
CC(C)CCCN1C(N(C)C)=NC[C@@H]1C,i,3.2,-8.4,-0.6,-2.2,7.5,5.0,-13.4,-8.8
CCOc1ccc(S(=O)(=O)N2CCC(C(=O)NCc3cccnc3)CC2)cc1Cl,i,0.3,2.8,2.3,-6.3,2.8,-2.3,23.4,-1.6
Cc1ccc(S(=O)(=O)N2CCN(S(=O)(=O)N(C)C)CC2)c(C)c1,i,0.4,-1.6,4.4,4.6,-4.9,-1.1,8.1,-1.6
Cc1ccc(S(=O)(=O)Nc2nc(C)c(C(=O)NNS(=O)(=O)c3cc(C)ccc3C)s2)cc1,i,-12.2,-1.7,-1.7,-2.2,3.3,-3.7,3.2,-3.2
COC(=O)C1=C(C)N(C)C(=O)NC1c1c(OC)ccc2ccccc12 (configuration not stated),i,6.6,-1.3,0.9,2.3,7.2,-2.0,9.1,-10.8
COc1ccc2[nH]cc(CCNC(=O)CC[C@H]3O[C@@H](n4cc(C)c(=O)[nH]c4=O)C[C@@H]3O)c2c1,i,-6.5,-9.5,-1.0,-3.0,13.2*,3.5,0.3,-0.2
O=C1c2ccccc2C(Nc2ccc(S(=O)(=O)N3CCCCCC3)cc2)N1c1ccccn1 (configuration not stated),i,0.1,6.3,-1.2,-2.0,8.2,2.4,-7.9,-0.2
CCOc1ccc(NC(=O)CCN2CCN(S(=O)(=O)c3ccc(F)cc3)CC2)cc1,i,1.7,-1.4,-8.9,6.4,-0.7,4.4,1.8,-1.3
CCCN1CCN(CCCNC(=O)Cn2cc3c(n2)CCCC3)CC1,i,0.0,0.3,-1.6,6.3,5.4,0.0,-13.1,0.2
Cc1nn(CCCC(=O)NCc2ccco2)c(=O)c2nn(-c3ccccc3)c(C)c12,i,-5.2,-0.5,0.5,3.8,1.8,-0.6,2.8,0.7
CCn1cc(C(=O)O)c(=O)c2cc(F)c(N3CCN(S(=O)(=O)c4ccc(NC(C)=O)cc4)CC3)cc21,i,4.5,-2.6,-0.5,14.5,-9.8,-4.2,3.1,-3.8
CC1=NN(C(=O)c2csc(C(C)C)c2)C(O)(C(F)(F)F)C1 (configuration not stated),i,11.8,-6.6,-1.6,4.7,-6.9,-5.0,10.7,0.3
O=C(O)CCS(=O)(=O)c1cccc2cccnc12,i,2.4,-7.8,2.5,7.5,-0.5,5.6,11.8,-1.4
Cc1cccc2cc(C3CC(c4ccco4)=NN3S(C)(=O)=O)c(Cl)nc12 (configuration not stated),i,-17.6,11.3,-5.8,-5.8,-7.3,1.0,3.3,3.7
COCCNC(=O)C1CCC(=O)N1S(=O)(=O)c1ccc(C)cc1 (configuration not stated),i,8.0,-3.8,-0.8,8.2,6.5,-2.2,-8.4,-8.0
C=CCn1c(C)cc(C(=O)COC(=O)C2CC(=O)N(Cc3ccccc3)C2)c1C (configuration not stated),i,-3.8,-3.7,1.4,-5.7,-7.1,0.8,2.2,-4.9
CCCn1c(=N)n(CC(O)COc2cccc(C)c2)c2ccccc21 (configuration not stated),i,-9.0,-7.4,4.9,22.2,-6.2,3.9,8.4,0.6
Cc1cc(C)c(C(=O)COC(=O)Cn2nc(-c3ccccc3)oc2=O)cc1C,i,-21.9,24.7,1.6,2.4,0.7,-2.5,1.9,-3.4
CN(C(=O)CN1C(=O)NC2(CCc3ccccc32)C1=O)C1CCCCC1 (configuration not stated),i,-7.0,-3.0,-1.2,-14.2,5.8,2.1,20.8,-2.7
CC/C(=N\NC(=O)c1ccc2c(c1)OCO2)C12CC3CC(CC(C3)C1)C2,i,20.9,2.7,-3.7,-0.5,-3.2,-2.9,30.4,-0.3
Cc1noc(/C=C/N(C)C)c1S(=O)(=O)N1CCCC(C(=O)NCc2cccs2)C1 (configuration not stated),i,1.2,-2.1,1.0,-10.0,-14.8,-10.5,5.9,-1.2
CCCCCCn1c(-c2ccco2)nc2oc3cc(OC)ccc3c(=O)c2c1=O,i,-21.7,8.8,-2.3,-17.2,-13.6,0.9,-19.7,-4.0
CN(C)C=Nc1nonc1-c1ncn[nH]1,i,4.7,-9.7,-0.3,-2.1,-4.6,-3.9,14.1,-10.8
CC(C)Oc1ccc(C(=O)Nc2cccc(S(=O)(=O)N3CCCC3)c2)cc1,i,1.8,21.5,-3.0,-16.9,-2.6,4.0,3.7,-2.3
COc1ccc(N(C)S(=O)(=O)c2cccc(C(=O)OCC(=O)Nc3sc4c(c3C#N)CCCCC4)c2)cc1,i,4.0,19.0,-3.3,-10.3,-5.9,-3.1,1.1,-4.0

# An excerpt from above in order of heavy-atom count, high to low:
SMILES,Neddylation inh,NRP1-CendR mod,FAS-TE inh,Rin1-Abl PPI inh,MLLE-PAM2 inh,E coli Lon inh,MT1-MMP act inh,SKN-1 block,bovine MsrA act
Cc1noc(/C=C/N(C)C)c1S(=O)(=O)N1CCCC(C(=O)NCc2cccs2)C1 (configuration not stated),i,1.2,-2.1,1.0,-10.0,-14.8,-10.5,5.9,-1.2
Cc1cc(C)c(C(=O)COC(=O)Cn2nc(-c3ccccc3)oc2=O)cc1C,i,-21.9,24.7,1.6,2.4,0.7,-2.5,1.9,-3.4
CC1=NN(C(=O)c2csc(C(C)C)c2)C(O)(C(F)(F)F)C1 (configuration not stated),i,11.8,-6.6,-1.6,4.7,-6.9,-5.0,10.7,0.3

# New compounds follow:
SMILES,Neddylation inh,NRP1-CendR mod,FAS-TE inh,Rin1-Abl PPI inh,MLLE-PAM2 inh,E coli Lon inh,MT1-MMP act inh,SKN-1 block,bovine MsrA act
CCc1cc2ccc(C)cc2nc1SCC(=O)NC1CCCC1,i,-9.5,2.2,-3.9,2.6,2.3,-11.3,-1.8,-2.0
Cn1c(=O)c2c(nc(Sc3ncnn3CC(=O)N3CCOCC3)n2C)n(C)c1=O,i,-7.3,-8.0,-2.2,0.8,-4.0,-4.0,0.6,-0.2
COc1ccccc1Cc1c(C(C)(C)C)nc2ccc(C)cn12,i,-11.4,-1.5,6.2,0.9,-1.4,1.3,16.6,-0.4
CNC(=O)CSc1nnc(-c2cccs2)o1,i,-6.4,-10.7,2.8,-16.8,-7.8,1.2,7.6,3.5
CNC(=O)CN1C(=O)CSc2nc(C)cc(C)c21,i,12.8,-2.4,1.0,-7.0,-1.1,0.4,17.1,-3.1
C[C@@H]1C[C@H]2[C@@H]3C[C@H](F)C4=CC(=O)C=C[C@]4(C)[C@@]3(F)[C@@H](O)C[C@]2(C)[C@@]1(O)C(=O)CO,i,-12.3,5.8,1.7,1.3,-6.0,-4.7,-7.7,-1.7
Cc1ccc(S(=O)(=O)N2CCN(C(=O)COC(=O)CCOc3cc(C)ccc3C)CC2)c(C)c1,i,-1.2,23.3,5.7,-33.4,3.0,-3.4,-4.3,-6.9
Cc1ccc(S(=O)(=O)NC(C)(C)C)cc1C(=O)OC(C)C(=O)NC1CC1 (configuration not stated),i,11.8,-2.0,2.1,-3.6,2.0,5.5,11.4,1.1
CC(C(=O)Nc1ccccc1C(=O)N1CCCC1)n1nnc2ccccc21 (configuration not stated),i,1.4,-5.6,-3.9,11.3,-2.0,-2.1,-15.8,-1.1
CN1C(=O)C(CC(=O)Nc2ccc(Cl)cc2)N(Cc2ccco2)C1=S (configuration not stated),i,10.6,37.3,1.3,9.6,4.6,-1.0,-6.6,-1.2
O=C(c1ccco1)N(Cc1ccc([N+](=O)[O-])cc1)c1ccc(Br)cc1,i,9.4,24.3,-1.6,3.5,-5.0,7.6,-10.8,-3.7
CCN(CC)CCNC(=O)c1ccc(NC(=O)c2ccc(C(=O)c3ccccc3)cc2)cc1,i,-2.5,-4.1,-0.2,-107.5,-9.3,7.9,20.5,-3.1
Cc1ccc(C(=O)NCCCCNC(=O)c2ccc(C)o2)o1,i,12.6,-5.6,3.0,-3.3,-1.1,-1.9,-23.6,-0.6
O=C(NCc1cccc(F)c1)Nc1nnc([C@@H]2C[C@H](O)[C@@H](CO)O2)s1,i,-6.4,-8.2,-5.2,0.7,-13.3,-3.4,-11.0,-2.2
COCC(=O)Nc1ccc(Br)cc1,i,-7.7,-5.5,1.9,7.9,-3.6,0.2,-11.2,-7.1
Cc1cc(C)c2oc(=O)cc(CN3CCC(C)CC3)c2c1,i,-9.7,12.7,-3.2,-2.2,-1.0,1.9,3.8,0.1
CCc1ccccc1N1C(=O)[C@@H]2Cc3ccccc3CN2C1=O,i,6.2,-1.3,-3.3,-9.4,-2.1,0.7,3.9,-1.1
OCC1(CC2CCCCO2)CCN(Cc2cccc(O)c2)CC1 (configuration not stated),i,-2.5,-7.4,3.6,1.4,-4.6,-3.8,-6.1,-9.6
C/C(=N\NC(=O)C1CC1c1ccccc1)c1cccs1 (configuration not stated),i,3.0,-1.9,6.5,3.0,-1.5,3.1,4.1,-6.8
CCN(CC)CCCNC(=O)c1cn(CC)c2ccc(S(=O)(=O)N3CCc4ccccc4C3)cc2c1=O,i,0.2,-1.0,-1.3,1.8,2.2,-5.1,-9.6,-3.5
CCC(=O)N1CCc2cc(Br)cc(S(=O)(=O)N(C)c3ccc(OC)cc3)c21,i,7.0,16.7,3.0,0.9,5.7,4.0,8.8,-7.2

# Bioassay records: PubChem BioAssay, several laboratories
